# Source: PubChem
# TEAD-YAP inh – TEAD-YAP interaction inhibition; HEK-TIYL cells, TEAD-Gal4/YAP UAS-luciferase luminescence; inhibition, % at 9.12 µM; 1.4% of 640,000 active; AID 1259422; in the data active = inhibition above about 32%;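 also: 0% = median of test compound wells and 100% = reference inhibitor wells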
# MITF primary – inhibitors of human MITF. O75030. AlphaScreen MITF homodimerization, bead proximity signal. inhibition, % at 2.6 µM. 0.91% of 650,000 active. AID 1259374; in the data active = inhibition above about 50%;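 also: 0% = vehicle wells with protein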
# Target sequence (O75030 whole entry, looked up): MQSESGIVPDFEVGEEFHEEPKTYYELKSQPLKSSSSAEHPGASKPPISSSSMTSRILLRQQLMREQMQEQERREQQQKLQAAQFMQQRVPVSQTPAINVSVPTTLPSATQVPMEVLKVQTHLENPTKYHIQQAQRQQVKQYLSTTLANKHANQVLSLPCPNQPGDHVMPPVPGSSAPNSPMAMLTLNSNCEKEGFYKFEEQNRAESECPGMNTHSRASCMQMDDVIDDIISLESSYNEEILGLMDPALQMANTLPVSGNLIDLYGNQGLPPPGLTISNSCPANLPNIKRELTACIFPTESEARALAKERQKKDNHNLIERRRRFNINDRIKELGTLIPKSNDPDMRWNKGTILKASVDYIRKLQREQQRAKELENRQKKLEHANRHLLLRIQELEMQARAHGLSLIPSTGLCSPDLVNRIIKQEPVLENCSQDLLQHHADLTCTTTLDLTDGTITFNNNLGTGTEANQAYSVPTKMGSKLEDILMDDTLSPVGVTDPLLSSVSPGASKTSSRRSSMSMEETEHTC
# GPR151 ag – activates the human receptor GPR151 | PathHunter beta-arrestin GPR151 cells, luminescence | 1% of 650,000 active | activation, % at 11.2 µM; in the data active = activation above about 4.9%;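 also: 0% = median of compound wells and 100% = cells with positive control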
# Target sequence (Q8TDV0 whole entry, looked up): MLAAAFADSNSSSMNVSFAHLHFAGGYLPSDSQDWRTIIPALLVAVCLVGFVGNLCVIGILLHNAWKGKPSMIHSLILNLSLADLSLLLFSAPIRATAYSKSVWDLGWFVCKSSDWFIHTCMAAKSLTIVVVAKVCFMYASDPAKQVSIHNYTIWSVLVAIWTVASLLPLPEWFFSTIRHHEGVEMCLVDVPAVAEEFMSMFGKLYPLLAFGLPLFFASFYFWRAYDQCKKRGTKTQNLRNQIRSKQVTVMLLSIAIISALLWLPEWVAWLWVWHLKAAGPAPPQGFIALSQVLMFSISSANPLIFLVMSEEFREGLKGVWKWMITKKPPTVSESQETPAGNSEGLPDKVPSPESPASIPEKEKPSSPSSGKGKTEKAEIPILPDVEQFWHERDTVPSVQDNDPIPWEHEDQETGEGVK
# FBW7 activator – human FBW7 E3 ligase activation, primary screen; Q969H0; AlphaScreen FBW7–phospho-cyclin E peptide binding, activator screen; normalized activity (activation), % at 26.1 µM; 0.13% of 650,000 active; in the data active = normalized activity above about 1.9%;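 also: purified mutant Fbw7 with reduced substrate affinity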
# Active calls of the source: *. An unsorted share of the library; any-hit rate near 3.5%.
# The line under a structure holds: GPR151 ag, TEAD-YAP inh, FBW7 activator, MITF primary
> Cc1cccc(NC(=O)c2ccccc2NC(=O)c2ccccc2)c1
    0.2, 1.6, 0.1, -3.0
> CC1CCN(C(=O)/C(=C\c2ccc(N(C)C)cc2)NC(=O)c2ccccc2)CC1
    -1.3, 1.2, -0.2, 7.9
> COc1cccc(/C=C2/N=C(c3ccc4c(c3)OCO4)OC2=O)c1
    -0.5, -13.8, -0.1, 4.3
> N#Cc1ccc2cnc(Nc3ccc(-n4cnc(N5CCOCC5)n4)cc3)nc2c1
    0.6, -0.1, 0.1, -9.3
> Cc1ccc(/C=C/C(=O)Nc2ccc(S(=O)(=O)Nc3onc(C)c3C)cc2)o1
    -1.0, -0.3, 0.2, -2.9
> CCC(O)(CC)C(=O)NN(C(=O)CN1CCN(C)CC1)c1ccc(C)cc1
    0.7, -3.1, -0.1, -0.6
> O=C(OCc1ccccc1)C1CCCN1c1nc(-c2ccc(F)cc2)cs1 (stereo unspecified)
    -0.5, -9.0, -0.1, -0.8
> CCC(C)NC(=O)CS(=O)Cc1nc(-c2ccccc2F)oc1C (stereo unspecified)
    -1.0, -7.8, 1.1, 15.2
> O=C(CCc1ccccc1)Nc1ccc(C(=O)N2CCOCC2)cc1
    0.5, 3.0, 0.1, 18.4
> O=C(N/C(=C\c1ccc2c(c1)OCO2)C(=O)N1CC2CC(C1)c1cccc(=O)n1C2)c1ccc(F)cc1 (stereo unspecified)
    1.4, 4.6, -0.1, 20.9
> O=C(CSc1nc2ccc(NC(=O)c3ccccc3F)cc2s1)NCC1CCCO1 (stereo unspecified)
    -0.1, -3.0, 0.5, 14.1
> COc1ccc(Cn2c(SCC#N)nc3ccsc3c2=O)cc1
    -0.5, -11.1, 0.3, 16.0
> N#Cc1c(-c2ccccc2)cc(C2CC2)nc1SCc1ccccc1
    1.3, 15.8, -0.1, 21.3
> O=C(CCC(=O)c1ccc(Br)cc1)Nc1ccc(F)cc1
    0.9, 12.0, 0.8, 17.7
> COc1ccccc1C(=O)On1c(-c2ccccc2F)nc2ccccc2c1=O
    1.1, 9.9, 0.0, 7.0
> Cc1cc(/C=C2/NC(=O)N(Cc3ccccc3F)C2=O)c(C)n1C
    0.9, -2.7, -0.1, -6.2
> C=CCC(N)(CC=C)c1ccc(C)cc1
    -0.4, -5.2, -0.1, -7.7
> O=C(Nc1c2c(nn1-c1cccc(Cl)c1)CSC2)c1ccc(Cl)c([N+](=O)[O-])c1
    0.5, -6.1, -0.2, 0.0
> O=C1C(=O)N(c2cccnc2)C(c2ccc(F)cc2)/C1=C(\O)c1ccc(Cl)cc1 (stereo unspecified)
    0.0, 12.9, -0.4, -1.4
> CNC(=S)NNC(=O)C1CCN(Cc2ccccc2)CC1
    -0.2, 2.2, 0.0, 0.0
> COC(=O)CC1C(=O)NCCN1C(=O)c1ccc([N+](=O)[O-])cc1 (stereo unspecified)
    3.2, 4.3, 0.1, 0.8
> CC(=O)Oc1ccc(C(=O)Nc2nc3c(C)cc(C)cc3s2)cc1
    0.6, -5.0, -0.1, -4.1
> CC(=O)c1cccc(NC(=O)N2CCCC(C(=O)c3ccc4ccccc4c3)C2)c1 (stereo unspecified)
    0.5, -1.6, -0.1, 7.9
> CC(Sc1nc(N)cc(=O)[nH]1)C(=O)O (stereo unspecified)
    -1.0, -2.3, 0.2, 8.0
> COc1ccc(-c2nc3c4cnn(-c5cccc(C)c5)c4ncn3n2)cc1
    -0.9, 1.9, -0.1, 6.0
> O=S(=O)(c1ccc(Cl)cc1)N1CCCC(c2nnc(Cc3ccc(F)cc3)o2)C1 (stereo unspecified)
    1.9, -6.5, -0.1, 5.5
> CCOC(=O)C1=C(C)OC(N)=C(C#N)C1c1ccc(OCc2ccccc2F)c(OC)c1 (stereo unspecified)
    -0.5, -15.5, 0.5, 13.7
> C[C@@H]1CN(Cc2ccc3c(c2)CN(C(=O)Cc2cccs2)CCO3)C[C@H](C)O1
    4.1, 7.8, -0.4, -18.2
> COc1cc(/C=c2\sc3nc4ccccc4n3c2=O)cc(Cl)c1OCc1cccc(C(=O)O)c1
    0.2, -12.3, 0.0, -12.8
> CCC(=O)N1CCC(C(Cc2cccc(OC)c2)N(C)C(=O)CC(C)C)CC1 (stereo unspecified)
    -0.1, -3.0, -0.1, 8.8
> Cn1cnnc1SCCNC(=O)c1ccc(OCc2ccc3ccccc3n2)cc1
    -4.5, -8.2, -0.1, 1.8
> CCOC(=O)c1c(NC(=O)CSc2nnc(CNC(=O)COc3ccccc3)n2-c2cccc(C)c2C)sc2c1CCCC2
    -1.4, -4.5, -0.1, 9.5
> COc1ccccc1CCNc1ncnc2sc(C(=O)NCCN3CCCC3)c(C)c12
    -0.6, -3.1, 0.1, 2.0
> O=C(Cc1cccs1)Nc1ccc(-c2nc3ccccc3[nH]2)cc1
    -2.5, -70.7, -0.1, -6.4
> O=C(O)c1cc(S(=O)(=O)Nc2cc(Cl)ccc2Oc2ccccc2)ccc1O
    -1.1, 6.0, -0.1, -9.3
> COc1ccccc1-c1cc(C(F)(F)F)nc(S(=O)(=O)CCCC(=O)Nc2ccc(OC(F)(F)F)cc2)n1
    -0.9, -7.7, -0.1, -18.4
> CCOC(=O)c1sc(NC(=O)CNC(=O)Cn2cnc3sc(C)c(C)c3c2=O)nc1C
    -2.2, -4.4, -0.1, -5.9
> CC(C)c1ccc(NC(=O)c2cc(S(=O)(=O)N3CCc4ccccc4C3)ccc2F)cc1
    1.2, 3.2, -0.1, 14.2
> Cc1c(C(=O)N2CCCCC2C)sc2ncn(CC(=O)Nc3cccc(C(F)(F)F)c3)c(=O)c12 (stereo unspecified)
    0.2, -3.2, -0.1, -10.8
> COC(=O)c1n[nH]c([N+](=O)[O-])n1
    -1.7, -7.8, -0.3, 4.4

# Individual results from the results shown:
# COC(=O)c1n[nH]c([N+](=O)[O-])n1 | GPR151 ag: -1.7
# CC(Sc1nc(N)cc(=O)[nH]1)C(=O)O (stereo unspecified) | MITF primary: 8.0
# O=C(Cc1cccs1)Nc1ccc(-c2nc3ccccc3[nH]2)cc1 | GPR151 ag: -2.5

# Carrying on:
# The line under a structure holds: GPR151 ag, TEAD-YAP inh, FBW7 activator, MITF primary
> CN1c2ccccc2C(C)(C)C12Cc1cc(NS(=O)(=O)c3ccc(Br)cc3)ccc1O2 (stereo unspecified)
    -0.2, 4.5, 0.1, 17.7
> Cc1cnc(N2CCC(N3CCOCC3)CC2)nc1NCc1ccccc1
    -1.2, 1.9, 0.0, 3.7
> C=CCc1cc([N+](=O)[O-])cc2c1OC1(C=C2)N(c2ccccc2)c2ccccc2C1(C)C (stereo unspecified)
    1.6, -0.2, 0.1, 11.7
> CSc1nc2ncc(C(=O)c3cc(F)ccc3O)cc2c(=O)[nH]1
    -0.1, 5.4, 0.1, 1.5
> COc1cccc2cc(C(=O)Nc3sc4c(c3C#N)CCC4)c(=O)oc12
    0.2, -7.5, 0.6, 4.4
> COc1cccc(C2=N/C(=C\c3ccc(Cl)c(Cl)c3)C(=O)O2)c1
    -0.3, 6.5, 0.0, 5.2
> Cc1cccc(NC(=O)c2cccc(N3C(=O)c4ccccc4C3=O)c2)c1
    -0.5, -14.6, 0.0, 2.4
> CCOC(=O)c1sc2nc(SCC#N)n(Cc3ccc(Cl)c(Cl)c3)c(=O)c2c1C
    -0.9, 6.9, 0.0, 19.8
> CCc1ccc2nc(N(Cc3cccnc3)C(=O)c3cccc(N4C(=O)CCC4=O)c3)sc2c1
    -0.7, -1.2, 0.1, -3.9
> Cc1nc2c(c(C)nn2C(C)(C)C)c(C)c1CCC(=O)N1CCCCCC1
    -1.1, 1.8, -0.1, 7.9
> COCCOC(=O)C1=C(C)NC2=C(C(=O)CC(c3cccs3)C2)C1c1ccc(O)c(OC)c1 (stereo unspecified)
    -0.3, 1.8, 0.1, 12.9
> CC(=C/c1ccco1)/C=N/NC(=O)c1nnn(-c2nonc2N)c1CN(C)C
    -0.3, -1.2, 0.0, -3.0
> O=C(Nc1cc(Cl)ccc1Cl)c1ccc(Br)c([N+](=O)[O-])c1
    1.5, 0.9, -0.1, -0.8
> CCN(CC)CCOC(=O)c1ccc2nc(NC(=O)c3ccc([N+](=O)[O-])cc3)sc2c1
    -2.1, -38.2, 0.0, 4.3
> COCCn1nnnc1C(c1cc2cc(C)cc(C)c2[nH]c1=O)N1CCC(C)CC1 (stereo unspecified)
    0.3, 13.5, -0.1, 14.0
> OCCC#Cc1ccc(CN2CCN(Cc3cccs3)C(CCO)C2)cc1 (stereo unspecified)
    -1.3, 5.2, 0.1, -8.5
> CC(C)C(=O)NCCNc1ccc([N+](=O)[O-])cc1Cl
    0.5, 4.4, -0.1, 5.5
> CCCCC(=O)OCC(=O)N1N=C(c2c[nH]c3ccccc23)C(O)C1c1ccc(OC)cc1 (stereo unspecified)
    1.2, -0.2, -0.1, -3.5
> COc1ccccc1N1C(=O)C2C(c3cccs3)NC(CC(C)C)(C(=O)O)C2C1=O (stereo unspecified)
    -0.8, 0.6, -0.1, 0.0
> COc1cccc(-c2nnc(SCC(=O)Nc3ccccc3OC)n2-n2cccc2)c1
    -0.6, 50.0*, -0.3, 2.3
> COc1ccc(C(=O)/C(C)=N/O)cc1OC
    2.7, 5.9, -0.1, -13.6
> COc1cccc(C(=O)N2CCN(C(=O)c3c(OC)cccc3OC)CC2)c1
    -0.4, 4.1, -0.1, -0.1
> CC1(C)CC(=O)C2=C(C1)OC1(C)OC(=O)CC21 (stereo unspecified)
    0.2, 7.7, -0.3, 6.9
> CCCC(=O)Nc1c2c(nn1-c1ccc(Cl)cc1)CSC2
    -1.0, -7.8, -0.1, -4.2
> CCOC(=O)c1c(C)n(-c2cccc(C)c2)c2ccc(O)cc12
    0.0, -9.6, 0.7, 0.3
> CC(C)Oc1ccc(C(=O)Nc2sc3c(c2C(N)=O)CCN(Cc2ccccc2)C3)cc1
    -1.0, 6.4, 0.0, 19.9
> O=C(Nc1ccc([N+](=O)[O-])cc1)c1cc(F)c(F)cc1Cl
    0.2, -16.0, 0.0, -4.1
> COCCCNC(=S)N1CCCC(c2nc3ccccc3[nH]2)C1 (stereo unspecified)
    0.6, -6.6, -0.1, 8.9
> O=C(CSc1nc2ccccc2o1)N1CCNC1=O
    -2.2, -36.1, -0.2, 2.9
> Cn1c(=O)c2c(ncn2CC(=O)NCc2ccc(Cl)cc2)n(C)c1=O
    -0.7, -10.5, 0.0, 0.3
> COc1ccc(C2=NN(C(=O)C34CC5CC(CC(C5)C3)C4)C(c3cccc([N+](=O)[O-])c3)C2)cc1 (stereo unspecified)
    0.0, 7.2, 0.0, 13.3
> Cc1ccc(C(C(=O)NC2CCCCC2)N(C(=O)C(F)(F)F)C2CC2)s1 (stereo unspecified)
    0.3, -1.4, -0.1, 4.5
> O=C(COc1ccc(Cl)cc1)NCC(=O)N/N=C/c1cccs1
    1.3, 4.7, 0.2, 8.6
> CCOC(=O)c1ccc(NC(=O)C2CC(=O)N(CCc3ccc(OC)c(OC)c3)C(=Nc3ccccc3)S2)cc1 (stereo unspecified)
    -1.5, 3.8, -0.1, 3.1
> COc1cc([N+](=O)[O-])cc(CN2CCCC(O)C2)c1O (stereo unspecified)
    -0.3, 5.9, 0.7, 6.4
> CCN(CC)CCNC(=O)c1cnc(N2CCN(c3ccccn3)CC2)c2ccccc12
    1.0, 2.2, 0.0, 13.9
> O=C(NCc1ccccn1)C(=O)N/N=C/c1ccccc1[N+](=O)[O-]
    1.1, 9.7, 0.2, -1.0
> O=C(O)c1cccc2c1NC(c1ccccc1[N+](=O)[O-])C1CC=CC21 (stereo unspecified)
    0.0, -0.5, -0.3, 66.5*
> O=C1NC(c2ccccc2Cl)Nc2c1sc(=S)n2-c1ccccc1 (stereo unspecified)
    0.0, 8.2, -0.1, -4.8
> CCCc1cc(=O)[nH]c(SCC(=O)N2CCN(c3ccccc3OC)CC2)n1
    6.7*, 7.2, 0.3, 2.7
> COc1ccc(S(=O)(=O)N(CC(=O)NC2CC2)C2CCCCC2)cc1Cl
    -1.0, 0.9, 0.1, -9.2
> Cc1c(C(=O)N2CCC3(CC2)OCCO3)oc2ccc3c(c12)C(=O)CC1(CCCCC1)O3
    -1.0, 5.8, 0.4, 0.4
> CC1(C)CC(=O)C(CCC#N)(CCC#N)C(=O)C1
    0.2, -14.6, -0.3, -2.5
> O=CNc1ccc(C(=O)N2CCCCC2)cc1
    0.2, 4.3, -0.1, -13.6
> CCOc1ccc(N(CC)C(=O)Cn2c(=O)oc3cc(Cl)ccc32)cc1
    -1.0, 14.8, 0.1, -3.0
> CCOC(=O)c1c(C)c(C(=O)NCc2ccc(Cl)cc2)c(C)n1C
    0.1, -11.3, -0.2, -10.9
> C=C1C2(C(=O)Nc3ccc(OC)cc3)CCC(C2)C1(C)C (stereo unspecified)
    -0.8, -6.0, -0.2, -3.5
> FC(F)(F)c1cccc(CNc2nc(Nc3ccccn3)nc3c2ncn3-c2ccccc2)c1
    2.8, 0.9, 0.1, 0.5
> CCOC(=O)/C=C/C(=O)Nc1ccccc1-c1ccccc1NC(=O)/C=C/C(=O)OCC
    1.1, -11.9, 0.1, 14.4
> COc1ccccc1CNC(=O)C(C)N(c1cc(C)cc(C)c1)S(C)(=O)=O (stereo unspecified)
    3.3, -2.9, -0.1, -4.7
> O=C(N/N=C/c1ccc(F)cc1)c1ccc(Cl)cc1O
    -2.0, -6.6, 0.1, 5.7
> COc1cccc(Nc2nnc(Cc3ccccc3)c(=O)[nH]2)c1
    -1.0, 15.7, 0.1, 12.7
> Cc1cc(C)cc(NC(=O)C(=O)NCC(C)C)c1
    -1.0, -9.5, 0.0, 1.1

# Copied from the entries so far for reference:
# The line under a structure holds: GPR151 ag, TEAD-YAP inh, FBW7 activator, MITF primary
> COc1cccc(Nc2nnc(Cc3ccccc3)c(=O)[nH]2)c1
    -1.0, 15.7, 0.1, 12.7
> Cc1cc(C)cc(NC(=O)C(=O)NCC(C)C)c1
    -1.0, -9.5, 0.0, 1.1
